Compound activity as filed in PubChem.
APE1 inh: inhibitors of human APE1 endonuclease; P27695; recombinant APE1, TAMRA/BHQ-2 abasic DNA cleavage fluorescence; Potency, µM (highest dose often 65.8 µM), without a hit: at the top dose activity change, negative = inhibition, hits mostly inhibitors; actives 0.35% (n = 350,000);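 also: potency is read from the fitted curve at half-maximal effect; plate controls were vehicle for no effect and reference inhibitor for full effect; nearly all actives have a fitted effect of over 55% in size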
Target sequence (P27695 whole entry, looked up): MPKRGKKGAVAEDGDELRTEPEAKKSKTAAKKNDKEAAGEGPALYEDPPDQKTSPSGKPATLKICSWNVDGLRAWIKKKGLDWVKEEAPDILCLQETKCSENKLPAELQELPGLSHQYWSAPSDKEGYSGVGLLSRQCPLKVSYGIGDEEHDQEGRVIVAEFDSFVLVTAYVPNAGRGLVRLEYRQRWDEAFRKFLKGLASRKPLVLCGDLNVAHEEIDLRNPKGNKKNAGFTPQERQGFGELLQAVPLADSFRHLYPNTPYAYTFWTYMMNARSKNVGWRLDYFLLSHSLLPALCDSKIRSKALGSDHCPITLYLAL
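0.75 nM APE1 + cpd, 15 min RT; start w/ 50 nM TAMRA/BHQ-2 THF-abasic dsDNA; kinetic fluor 525/598 nm ×3 reads @60 s; Δ(read3−read1); normalized to DMSO and NSC13755 control wells.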
ALOX12 inh: inhibitors of human 12S-lipoxygenase ALOX12; P18054; purified 12hLO, xylenol orange hydroperoxide absorbance; Potency, µM (doses to about 108 µM), for inactives: at the top dose activity change, negative = inhibition, hits mostly inhibitors; actives 1.1% (n = 580,000); AID 1671190; also: potency is read from the fitted curve at half-maximal effect; % is scaled to controls: 0 for no effect and ±100 for the full control effect
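Purified human 12hLO at 150 nM in 25 mM Hepes, 0.01% Triton X-100, pH 7.0, preincubated 15 min at room temperature with compound. Reaction started with 40 uM arachidonic acid, 30 min at room temperature. Hydroperoxide measured by Fe-xylenol orange, 573/405 nm absorbance ratio.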
RGS4 inhibitor: inhibitors of human regulator of G protein signaling 4. P49798. Transcreener GDP fluorescence polarization, RGS4-accelerated GTP hydrolysis. Potency, µM (highest dose often 114 µM), inactives show at the top dose activity change, negative = inhibition, hits mostly inhibitors. actives 0.039% (n = 390,000). AID 504845; also: potency is read from the fitted curve at half-maximal effect; % is scaled to controls: 0 for no effect and ±100 for the full control effect; nearly all actives have a fitted effect of over 75% in size; some results filed as inactive show a strong effect at the top dose
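MLSMR compounds (23 nl, pin-transferred) preincubated 10 min at room temperature with a 500nM (2x) first reagent, then RGS4 at 900nM (2x) plus Transcreener GDP mix added; fluorescence polarization (620/688 nm) read before and after 90 min at 30 °C.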
LDHA block: LDHA (human) enzyme inhibition | actives 0.15% (n = 480,000) | purified LDHA, NADH/diaphorase-resazurin fluorescence; active compounds read low | activity change, % (values are at about 110 or 230 µM) | AID 1347041; in the data active = activity change below about -30%; inconclusive = mostly about -25% to -30%;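 also: plate controls were DMSO wells for no effect and wells without enzyme for full effect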
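Resorufin fluorescence (ex540/em590), read at 0 and 20 min after diaphorase/resazurin addition, reports the NADH left after a 5 min room-temperature reaction of 2 nM human LDH5 with 0.06 mM NADH and 0.2 mM pyruvate.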
ERG-DNA inh: ERG Ets/DNA interaction inhibition. P11308. actives 0.028% (n = 370,000). fluorescence polarization, His-ERG Ets domain / labelled DNA. AID 624246. Potency, µM (doses to about 76.9 µM), for the others: top-dose FP activity, negative = inhibition, usual class: inhibitors; active = well fitted inhibition curve with a large enough effect in the polarisation, with a control signal flat; inconclusive = small, poorly fitted or top-dose-only effect, or effect the other way, or a change in a side signal; inactive = no such curve, though single readings can be large or run the other way; the % refers to the polarisation;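 also: polarization taken with two DNA probes labelled with fluorescein and Texas red; potency is read from the fitted curve at half-maximal effect; % of control where 0% means no effect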
Target sequence (P11308 whole entry, looked up, the tested form may be a part): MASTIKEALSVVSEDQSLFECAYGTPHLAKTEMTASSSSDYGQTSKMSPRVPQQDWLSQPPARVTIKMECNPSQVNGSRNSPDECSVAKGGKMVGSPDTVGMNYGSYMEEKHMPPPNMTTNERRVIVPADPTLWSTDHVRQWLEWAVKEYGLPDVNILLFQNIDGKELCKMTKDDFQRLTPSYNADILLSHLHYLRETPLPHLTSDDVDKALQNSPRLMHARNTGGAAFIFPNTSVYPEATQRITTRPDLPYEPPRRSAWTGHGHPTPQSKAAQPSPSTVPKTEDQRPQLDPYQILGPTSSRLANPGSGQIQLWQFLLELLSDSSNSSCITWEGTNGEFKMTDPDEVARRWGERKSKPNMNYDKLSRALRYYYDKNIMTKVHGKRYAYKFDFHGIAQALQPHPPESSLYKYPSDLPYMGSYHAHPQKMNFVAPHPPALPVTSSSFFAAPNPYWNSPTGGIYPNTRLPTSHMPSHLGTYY
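His-tagged ERG Ets domain (1 uM in the protein solution; 300mM KCl, 50mM Tris-HCl, 1mM EDTA, 1mM DTT, pH 7.5) received compound, then a probe mix of 5 nM fluorescein-DNA and 100nM Texas-615-DNA. Fluorescence polarization was read for both dyes.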
Apoferritin bind: binds horse apoferritin like a general anesthetic | P02791 | Potency, µM (titrated, usually from 77.5 µM), for the others: at the top dose activity change, negative = displacement, most hits filed as inhibitors | AID 485281 | apoferritin/1-aminoanthracene competitive binding, fluorescence | actives 0.074% (n = 350,000); also: potency is read from the fitted curve at half-maximal effect; % is scaled to controls: 0 for no effect and ±100 for the full control effect; nearly all actives have a fitted effect of over 20% in size
Target sequence (P02791 2-175 limits assumed): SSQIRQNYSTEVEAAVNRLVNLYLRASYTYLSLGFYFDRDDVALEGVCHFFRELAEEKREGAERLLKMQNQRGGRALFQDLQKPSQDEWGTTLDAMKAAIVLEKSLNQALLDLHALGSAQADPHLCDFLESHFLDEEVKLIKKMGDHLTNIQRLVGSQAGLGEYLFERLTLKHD
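Horse-spleen apoferritin (10 uM) in 50% saturated 1-aminoanthracene in PBS was incubated 10 min at room temperature with compound. Fluorescence (ex 380, em 535 nm) was normalized to free and bound 1-AMA, with concentration-response fitted by a four-parameter Hill equation.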
Pol kappa inh: inhibitors of human DNA polymerase kappa; Q9UBT6; purified Pol kappa, fluorescent DNA synthesis assay, 10 min; Potency, µM (top dose mostly 107 µM), for the others: at the highest dose activity, negative = inhibition, actives largely listed as inhibitors; actives 0.53% (n = 400,000); AID 588579; also: potency is read from the fitted curve at half-maximal effect; % is scaled to controls: 0 for no effect and ±100 for the full control effect
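Enzyme at 10 nM met test compounds for 15 min at room temperature. Substrate addition (50 nM final) began the reaction, which was monitored by fluorescence at 0 and 10 min.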
POLB inh: inhibitors of human DNA polymerase beta. Potency, µM (titrated, usually from 114 µM), for inactives: at the top dose activity change, negative = inhibition, usual class: inhibitors. AID 485314. Pol beta primer extension/strand displacement, fluorescence kinetic. P06746. actives 1.3% (n = 340,000); also: potency is read from the fitted curve at half-maximal effect; % is scaled to controls: 0 for no effect and ±100 for the full control effect
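10 nM enzyme + cpd, 15 min RT; start with substrate 50 nM final; read 0 min and after 10 min RT. Corrected, normalized data; 4-parameter Hill curve fit.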
POLH inh: DNA polymerase eta (human) inhibition. Q9Y253. recombinant Pol eta, fluorescent DNA replication assay. Potency, µM (doses to about 114 µM), for the others: at the top dose activity change, negative = inhibition, hits mostly inhibitors. actives 1.2% (n = 390,000); also: potency is read from the fitted curve at half-maximal effect; % is scaled to controls: 0 for no effect and ±100 for the full control effect
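Fluorescent replication assay: 50 nM final substrate added after a 15 min room-temperature compound preincubation with 10 nM enzyme. Signal taken at 0 min and again at 10 min.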
Numbers without * were called inactive; u = inconclusive; x = not tested or not shown; & = joins results of further samples; [ ] = another dose, or the depositor's remark. Unless noted, calls follow the shape of the dose curve; as a rule, active = well fitted curve in the direction sought with a large enough effect; inconclusive = small, poorly fitted or top-dose-only effect, or another doubt; inactive = no such curve, though single readings can be large; an effect the other way counts as inactive or inconclusive. This is a subset; count on the stated rates, not on these rows.

SMILES	APE1 inh	ALOX12 inh	RGS4 inhibitor	LDHA block	ERG-DNA inh	Apoferritin bind	Pol kappa inh	POLB inh	POLH inh
CCCCCn1c(=O)c(C(=O)NCc2ccc(Cl)cc2)c(O)c2ccccc21	3.8%	17.0%	7.3%	0.7	-0.7%	-3.8%	2.2%	27.1%	-21.5%
CCSc1cc(C2C(C#N)=C(N)Oc3n[nH]c(C)c32)c(C)o1 (stereo not given)	5.6%	u	u	8.5	5.6%	1.7%	-4.3%	-1.7%	2.2%
CN1C2C=C(N(C(=O)c3ccc(Cl)cc3)c3ccccc3)CC1CC2 (stereo not given)	-2.8%	-1.9%	-3.2%	-4.4	-1.1%	-11.0%	-10.9%	-9.1%	-10.0%
CC(=O)[C@H]1CCC2C3CC[C@H]4C[C@@H](O)CC[C@]4(C)C3CC[C@@]21C (stereo not given in full)	-8.4%	-11.2%	-22.3%	2.2	-0.8%	x	-1.3%	x	-9.9%
CN1Cc2c(c(C#N)c(N)n(C)c2=S)CC1(C)C	0.7%	x	-46.2%	9.4	u	-2.1%	-7.7%	0.4%	10.9%
O=P(O)(O)Cc1ccccc1OP(=O)(c1ccccc1)c1ccccc1	-3.0%	-18.5%	-3.7%	0.3	x	-4.1%	-8.1%	-2.2%	-8.1%
Cc1nnc2n1-c1ccc(Br)cc1C(c1ccccc1Cl)=NC2	-2.5%	8.1%[57.4 µM]	22.8%	-10.6	x	-12.5%	2.1%	-16.9%	-4.9%
CCNc1nc(Cl)nc(NC(C)C)n1	9.1%&13.4%&-0.5%	-1.0%	13.5%	-4.5	2.8%	3.9%&-9.5%	-1.3%	19.6%	-9.6%
COc1ccc(CN2CCCCC2c2cccnc2)cc1C (stereo not given)	7.0%	u	13.6%	-6.2	x	u	-0.2%[60.1 µM]	22.5%	-3.3%
Nc1c(C(=O)NCC2CCCO2)c2nc3ccccc3nc2n1Cc1ccco1 (stereo not given)	5.4%	29.1%	-20.2%	3.9	19.7%	252.2%[activator]	-16.1%	-4.3%	-25.7%
CC(C)CNc1c2c(nc3ccccc13)CCC2	44.6%	2.0%	2.4%	-10.2	-16.7%	-10.7%	-2.6%	-1.6%	-9.4%
O=C(O)C1CC2(Cl)C(Cl)=C(Cl)C1(Cl)C2(Cl)Cl (stereo not given)	x	-18.3%	11.0%	-0.4	1.9%	x	-19.7%	x	-4.7%
Cc1cc(OC(=O)c2cccs2)c2c3c(c(=O)oc2c1)CCCC3	3.9%	1.9%	-5.0%[11.4 µM]	0.4	-19.1%	-9.2%	-10.4%[60.1 µM]	2.8%	6.4%
C[C@]12CCC3C(CC[C@H]4C[C@@H](O)CC[C@]34C)C1C[C@@H](O)[C@@H]2O (stereo not given in full)	x	-15.8%	10.4%	-1.3	9.8%	x	3.9%	x	-20.1%
CC(=O)OC1(C)CC(C)C(=O)C(C(O)CC2CC(=O)NC(=O)C2)C1 (stereo not given)	x	39.4%[activator]	9.9%	-1.3	-5.6%	x	-3.1%	x	1.4%
O=C(O)CCn1cc(C=C2C(=O)NC(=O)NC2=O)c(-c2ccc(Br)cc2)n1	15.4%	u	u	-6.8	-0.3%	-14.6%	-16.2%	21.6%	11.3%
Cc1ccnc(NS(=O)(=O)c2ccc(N=Cc3c(O)n(C)c(=O)n(C)c3=O)cc2)n1	11.8%	5.01µM*	2.7%	-3.4	-8.4%	-13.7%	-4.6%	u	-3.5%
CCCCNC(=O)Nc1ccc(C(O)(C(=O)OC)C(F)(F)F)cc1 (stereo not given)	2.9%	3.8%	3.6%	-5.6	-1.9%	u	5.2%	-10.0%	-11.2%
CN(C)CCNC(=O)c1cccn(Cc2cc(C(F)(F)F)cc(C(F)(F)F)c2)c1=O	-2.8%	-7.2%	17.7%	-4.5	11.7%	-12.0%	-4.0%	-26.0%	-13.4%
COc1ccc(OC)c(N2C(=O)NC(=O)C(CCc3ccncc3)(CCc3ccncc3)C2=O)c1	13.2%	-14.0%	-1.1%	-6.5	x	11.1%	5.6%[60.1 µM]	-1.1%	-4.0%
COc1cc(/C=C2/SC(=S)N(Cc3ccccc3)C2=O)ccc1OCC(=O)O	17.4%	27.9%	u	-8.1	76.3%[activator]	u	-23.9%	u	u
COc1ccccc1N1C(=O)CC(=O)NC1=O	2.6%	-17.2%	-31.5%	-17.3	11.6%	-10.9%	-26.9%	-5.4%	-8.4%
N/C(=N/[N+](=O)[O-])N1CCN(C(=O)c2ccc(Cl)cc2)CC1	-9.5%	-0.7%	6.9%	-2.7	9.1%	-3.6%	-7.4%	-2.6%	-1.7%
COc1cc2c(cc1OC)C(C(=O)NC(C)C)C1CCCCN1C2=O (stereo not given)	14.7%	6.4%	6.6%	-0.5	0.3%	-6.2%	3.9%	25.3%	-7.8%
CCCCOC(=O)C1=C(N)OC2=C(C(=O)CCC2)[C@]12C(=O)Nc1ccccc12	-2.1%	-25.8%	-7.4%	-1.7	12.1%	2.3%	1.4%	13.8%	0.9%
CC(C)C[C@H](NC(=O)[C@H](Cc1ccccc1)NC(=O)CNC(=O)CNC(=O)[C@@H](N)Cc1ccc(O)cc1)C(=O)N[C@@H](CCCN=C(N)N)C(=O)N[C@@H](CCCN=C(N)N)C(=O)N[C@@H](CCC(N)=O)C(=O)N[C@@H](Cc1ccccc1)C(=O)N[C@@H](CCCCN)C(=O)N[C@H](C(=O)N[C@H](C(=O)N[C@H](C(=O)O)[C@@H](C)O)C(C)C)C(C)C	0.2%&4.5%	9.6%[12.5 µM]	u	x	x	-2.4%&0.5%	-13.2%[60.1 µM]	x	x
N#CCCn1cc(C=C2C(=O)NC(=O)NC2=O)c(-c2ccccc2)n1	-6.1%	-25.8%	u	1.4	4.1%	-17.3%	2.0%	-19.8%	-15.8%
CN1CCCC(C(=O)c2ccccc2)C1 (stereo not given)	-1.4%	-19.7%	-12.8%[56.9 µM]	-1.2	6.0%	-5.6%	-8.4%	33.3%	5.5%
O=c1[nH]c(=O)n(-c2ccc(F)cc2)c(O)c1C=NCCN1CCCCC1	2.2%	0.0%	13.1%	-4.9	0.3%	1.0%	-10.0%	-1.0%	-11.6%
CN1C(=O)CN=C(c2ccccc2Cl)c2cc(Br)ccc21	29.0%	1.5%	3.2%	-12.7	2.1%	-14.4%	-14.0%	-30.0%	-11.0%
CN1CCc2nc(SC(C(=O)O)c3ccccc3)c(C#N)c(-c3cccs3)c2C1 (stereo not given)	-6.9%	u	u	13.9	11.0%	-11.5%	-28.3%	0.9%	31.6µM*
O=C(O)C(Br)CBr (stereo not given)	-0.2%&5.3%	u	8.3%	-7.3	4.5%	x	-29.9%	x	-6.0%
CC(C)CNC(=O)c1c(N)n(Cc2ccco2)c2nc3ccccc3nc12	-2.6%	u	-50.7%	0.8	9.0%	290.8%[activator]	-11.5%	-0.1%	-10.4%
O=[N+]([O-])c1ccccc1CN1CC=C(c2ccc(F)cc2)CC1	-11.7%	0.0%	47.4%	-1.0	3.1%	-14.7%	-11.3%	4.5%	-0.1%
CCCCNC(=O)CN1C(=O)CN=C(c2ccccc2)c2ccccc21	-1.0%	-2.2%	4.6%	0.4	5.5%	-5.3%	13.0%	-1.2%	-5.2%
O=C(O)[C@H]1NC[C@H]2C[C@H]21	1.1%	u	25.2%	-8.4	-3.3%	-2.1%	-5.6%	30.7%	-1.8%
O=C1NC(=O)C(CCc2ccncc2)(CCc2ccncc2)C(=O)N1CCc1ccc(F)cc1	u	7.5%	-22.5%	-6.3	10.0%	2.6%	1.7%	-6.5%	1.7%
O=C(Nc1ccc(Cl)cc1)Nc1nccs1	10.2%	u	-7.5%	-4.7	0.2%	-8.0%	-11.1%	0.2%	-15.3%
COc1ccc(C2SCC(=O)Nc3c2c(=O)[nH]n3C2CCCCCC2)cc1OC (stereo not given)	-5.2%	0.0%	9.9%	-7.1	4.6%	-18.6%	0.5%	-5.5%	-10.9%
CCOc1cccc(N2C(=O)CC(=O)NC2=O)c1	-4.3%	-13.1%	0.9%	-5.9	5.7%	-4.8%	-14.3%	-27.5%	3.5%
C=CC(=O)NCNC(=O)C=C	9.8%&17.5%	-5.2%	-17.7%	-2.5	-19.0%	x	-18.9%	x	-2.1%
FC(F)(F)c1ccc(CN2CCNCC2)cc1	21.4%	u	u	-9.6	2.3%	-2.1%	-4.9%	12.0%	-6.8%
